MLLE-PAM2 inh – inhibitors of microRNA-mediated deadenylation, human PABP1 MLLE binding; P11940; GST-MLLE / FITC-PAM2 fluorescence polarization; inhibition, % at 20 µM; actives 0.36% (n = 360,000); in the data active = inhibition above about 35%, passing the limit was not always enough;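 also: plate controls were DMSO wells with GST-MLLE for no effect and wells lacking GST-MLLE protein for full effect; some results filed as inactive read as strong as hits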
CendR NRP1 mod – alters CendR peptide binding to human NRP-1. O14786. FAM-RPARPAR peptide binding to NRP-1, fluorescence polarization. inhibition, % at 25 µM. actives 0.85% (n = 360,000);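 active = inhibition or corrected inhibition above about 18%, plus a signal ratio from 0.5 to 1.5, limit read from the data, passing the limit was not always enough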; also: strong numbers were not always called active
SKN-1 inh – inhibitors of C. elegans SKN-1; inhibition, % at 21.8 µM; C. elegans VP596 Pgst-4::GFP/RFP ratio, acrylamide-induced, 24 h; actives 0.49% (n = 360,000);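 active = interference check ratio from 0.5 to 1.5 plus GFP to RFP signal ratio inhibition reaching or exceeding a fixed threshold, cut at about 30% in these data, passing the limit was not always enough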; also: some compounds called inactive have numbers as strong as hits
eLon inh – inhibitors of E. coli Lon protease. actives 0.42% (n = 360,000). AID 602123. P0A9M0. inhibition, % at 7.94 µM. purified E. coli Lon protease, fluorescence polarization; in the data active = inhibition above about 13%, passing the limit was not always enough;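 also: 0% = enzyme with probe and DMSO and 100% = no enzyme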
MT1-MMP act inh – blocks activation of human MT1-MMP; P50281; GFP/RFP ratio change, % at 20 µM; actives 0.061% (n = 360,000); HT1080 RFP-PRO-GFP cells, GFP/RFP ratio fluorescence, overnight; percent of plate control window, DMSO zero;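 active = GFP/RFP ratio change of at least 30% with cell ATP level not reduced by more than half and red fluorescence within 50% of control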; also: strong numbers were not always called active
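Assay system: HT1080 RFP-PRO-GFP cells | Dosing: 20 µM single dose, 1% DMSO | Incubation: Cells overnight before dosing, compound overnight, 37 °C, 5% CO2 | Evaluation: GFP/RFP fluorescence ratio | Control set: DMSO-only wells and HT1080 RFP-L50D-GFP cell wells as references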
bovine MsrA act – activates bovine MsrA enzyme; purified bovine MsrA, absorbance read-out; activation, % at 10.6 µM; actives 0.3% (n = 360,000); in the data active = activation above about 7.5%;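 also: 0% = vehicle and 100% = reference activator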
FAS-TE inh – inhibitors of human fatty acid synthase thioesterase domain | recombinant FAS-TE, OMFH fluorogenic substrate, fluorescence endpoint | actives 0.67% (n = 360,000) | AID 602261 | P49327 | inhibition, % at 15 µM;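 active = compounds whose normalised, plate-corrected inhibition of enzyme fluorescence in the single-dose primary screen is 50% or more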;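 also: 0% = DMSO with enzyme and 100% = substrate without enzyme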
Target sequence (P49327 whole entry, looked up, the tested form may be a part): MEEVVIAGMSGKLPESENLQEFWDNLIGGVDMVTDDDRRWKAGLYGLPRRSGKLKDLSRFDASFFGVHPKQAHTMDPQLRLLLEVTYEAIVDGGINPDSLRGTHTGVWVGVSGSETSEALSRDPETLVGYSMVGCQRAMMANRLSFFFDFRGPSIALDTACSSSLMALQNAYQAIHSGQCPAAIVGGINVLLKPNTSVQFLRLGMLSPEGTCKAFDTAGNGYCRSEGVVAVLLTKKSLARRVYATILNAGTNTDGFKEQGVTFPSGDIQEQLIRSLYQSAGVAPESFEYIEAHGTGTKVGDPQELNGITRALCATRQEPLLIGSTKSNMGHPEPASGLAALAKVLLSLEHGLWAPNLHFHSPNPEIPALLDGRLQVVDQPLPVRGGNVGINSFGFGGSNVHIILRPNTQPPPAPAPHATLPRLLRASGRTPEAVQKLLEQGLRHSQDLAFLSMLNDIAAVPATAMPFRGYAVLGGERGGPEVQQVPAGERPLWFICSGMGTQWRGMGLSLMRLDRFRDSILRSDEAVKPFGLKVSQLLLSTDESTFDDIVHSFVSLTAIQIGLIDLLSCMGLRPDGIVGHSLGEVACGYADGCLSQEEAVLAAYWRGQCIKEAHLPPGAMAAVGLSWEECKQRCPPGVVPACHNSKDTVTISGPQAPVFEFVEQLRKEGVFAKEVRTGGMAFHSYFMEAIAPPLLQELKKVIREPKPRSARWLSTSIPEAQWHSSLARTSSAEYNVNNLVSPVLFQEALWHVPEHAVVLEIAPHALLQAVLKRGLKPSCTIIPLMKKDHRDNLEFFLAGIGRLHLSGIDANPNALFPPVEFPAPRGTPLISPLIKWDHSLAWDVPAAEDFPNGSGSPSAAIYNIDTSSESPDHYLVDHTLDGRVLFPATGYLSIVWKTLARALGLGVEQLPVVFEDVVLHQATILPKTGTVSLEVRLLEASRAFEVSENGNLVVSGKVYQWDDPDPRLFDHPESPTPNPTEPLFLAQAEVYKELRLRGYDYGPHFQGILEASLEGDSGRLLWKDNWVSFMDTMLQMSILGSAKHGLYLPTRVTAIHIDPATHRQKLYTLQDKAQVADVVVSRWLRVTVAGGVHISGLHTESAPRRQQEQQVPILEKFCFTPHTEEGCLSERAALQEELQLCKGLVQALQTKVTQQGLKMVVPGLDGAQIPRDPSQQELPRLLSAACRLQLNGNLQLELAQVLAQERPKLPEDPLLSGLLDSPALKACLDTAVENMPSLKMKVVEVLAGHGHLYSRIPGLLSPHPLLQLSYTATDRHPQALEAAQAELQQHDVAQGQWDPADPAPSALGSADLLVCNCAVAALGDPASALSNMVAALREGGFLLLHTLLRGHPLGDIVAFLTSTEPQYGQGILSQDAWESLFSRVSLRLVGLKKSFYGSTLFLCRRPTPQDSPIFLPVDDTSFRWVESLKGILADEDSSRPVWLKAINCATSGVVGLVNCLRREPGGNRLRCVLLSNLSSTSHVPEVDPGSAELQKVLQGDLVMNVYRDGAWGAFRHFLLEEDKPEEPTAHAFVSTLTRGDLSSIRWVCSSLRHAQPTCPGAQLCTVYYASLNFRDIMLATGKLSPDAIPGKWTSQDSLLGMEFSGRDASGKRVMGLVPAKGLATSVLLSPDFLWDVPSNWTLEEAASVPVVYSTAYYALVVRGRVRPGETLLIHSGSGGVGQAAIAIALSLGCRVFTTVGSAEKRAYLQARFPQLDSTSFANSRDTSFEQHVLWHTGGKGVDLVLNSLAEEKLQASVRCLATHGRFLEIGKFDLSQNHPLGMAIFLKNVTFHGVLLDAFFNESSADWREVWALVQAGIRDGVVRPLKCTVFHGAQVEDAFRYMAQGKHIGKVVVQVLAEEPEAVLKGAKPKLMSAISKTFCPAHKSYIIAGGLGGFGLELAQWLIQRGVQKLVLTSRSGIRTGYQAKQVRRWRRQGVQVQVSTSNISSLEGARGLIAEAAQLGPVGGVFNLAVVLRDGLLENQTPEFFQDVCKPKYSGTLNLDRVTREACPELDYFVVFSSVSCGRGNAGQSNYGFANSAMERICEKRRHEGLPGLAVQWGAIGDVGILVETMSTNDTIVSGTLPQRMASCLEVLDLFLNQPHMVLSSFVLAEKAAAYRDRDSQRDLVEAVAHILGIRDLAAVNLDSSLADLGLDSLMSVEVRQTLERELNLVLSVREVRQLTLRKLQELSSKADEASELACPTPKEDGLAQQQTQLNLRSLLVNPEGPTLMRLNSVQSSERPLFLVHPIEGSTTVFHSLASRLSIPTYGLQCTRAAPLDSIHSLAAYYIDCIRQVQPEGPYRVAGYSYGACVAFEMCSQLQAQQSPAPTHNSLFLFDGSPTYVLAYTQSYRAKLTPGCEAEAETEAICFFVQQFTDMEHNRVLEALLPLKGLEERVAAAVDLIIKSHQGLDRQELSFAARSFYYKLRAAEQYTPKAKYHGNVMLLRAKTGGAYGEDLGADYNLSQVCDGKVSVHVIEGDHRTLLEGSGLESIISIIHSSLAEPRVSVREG
Neddyl block – blocks human cullin neddylation | P61081+Q13564 | TR-FRET cullin neddylation, biochemical | calls only at 25 µM | actives 0.58% (n = 360,000); in the data active = inhibition above about 36%
Rin1 Abl inh – blocks binding of human Rin1 to Abl; actives 0.4% (n = 360,000); TR-FRET Rin1/Abl binding, biochemical; inhibition, % at 7.35 µM; AID 588664; in the data active = inhibition above about 5%, passing the limit was not always enough
* = called active by the depositor; i = inactive; . = not tested or not shown; + = active, no number.

SMILES | MLLE-PAM2 inh | CendR NRP1 mod | SKN-1 inh | eLon inh | MT1-MMP act inh | bovine MsrA act | FAS-TE inh | Neddyl block | Rin1 Abl inh
O=C(Nc1ccc(C(=O)O)cc1)/C(=C\c1ccc2c(c1)OCO2)NC(=O)c1ccccc1 | -9 | -10 | -7 | -7 | . | -16 | -10 | i | -1
CSc1nc2ccccc2cc1/C=C(\C#N)c1ccccc1 | 6 | -1 | 1 | -6 | -16 | -4 | 25 | i | 1
CCC(Cc1ccccc1)NC(=O)c1ccc2nc(N3CCOCC3)sc2c1 (centres undefined) | -3 | 3 | -7 | 7 | -3 | -3 | 4 | i | 0
COCCN=c1scc(C)n1/N=C/C1CC2C=CC1C2 (centres undefined) | -61 | -9 | 15 | -9 | -1 | -1 | -1 | i | 3
O=C(OCC(=O)N1CCc2ccccc21)c1ccccc1[N+](=O)[O-] | 1 | 16 | -4 | 2 | -1 | -1 | 13 | i | -2
COc1cc2ncnc(NCc3cccc(F)c3F)c2cc1OC | 4 | 1 | 20 | -9 | 6 | -1 | 2 | i | 2
Cc1ccc(C(=O)N(Cc2ccc3c(c2)OCO3)Cc2nc3ccccc3c(=O)[nH]2)cc1 | -12 | 4 | -5 | -6 | -3 | 0 | 4 | i | 3
O=C(NC(=S)Nc1ccccc1N1CCOCC1)c1sc2ccccc2c1Cl | 22 | 2 | 6 | 0 | 2 | -5 | 36 | i | -2
CC(=O)Nc1cc(-c2ccc(N(C)C)cc2)cn2c(-c3ccc(F)cc3)cnc12 | -133 | -83 | 5 | -30 | -71 | -7 | 2 | i | 1
C/C=C/c1ccc(OC(C)=O)c(OC)c1 | 2 | 1 | 8 | -1 | -2 | -1 | -4 | i | 5
Cc1ccc(C)c(-n2nnnc2SCC(=O)NNC(=O)c2ccco2)c1 | 0 | -8 | 10 | 7 | 0 | -10 | -14 | i | 0
N#CC1=C(S)N(c2ccc(F)cc2)C(c2cccs2)NC1=O (centres undefined) | -89 | -11 | 1 | -3 | -2 | 2 | -4 | i | 4

A draw from above in order of number of heavy atoms, rising:
SMILES | MLLE-PAM2 inh | CendR NRP1 mod | SKN-1 inh | eLon inh | MT1-MMP act inh | bovine MsrA act | FAS-TE inh | Neddyl block | Rin1 Abl inh
C/C=C/c1ccc(OC(C)=O)c(OC)c1 | 2 | 1 | 8 | -1 | -2 | -1 | -4 | i | 5
COCCN=c1scc(C)n1/N=C/C1CC2C=CC1C2 (centres undefined) | -61 | -9 | 15 | -9 | -1 | -1 | -1 | i | 3
N#CC1=C(S)N(c2ccc(F)cc2)C(c2cccs2)NC1=O (centres undefined) | -89 | -11 | 1 | -3 | -2 | 2 | -4 | i | 4
O=C(OCC(=O)N1CCc2ccccc21)c1ccccc1[N+](=O)[O-] | 1 | 16 | -4 | 2 | -1 | -1 | 13 | i | -2
Cc1ccc(C)c(-n2nnnc2SCC(=O)NNC(=O)c2ccco2)c1 | 0 | -8 | 10 | 7 | 0 | -10 | -14 | i | 0
CCC(Cc1ccccc1)NC(=O)c1ccc2nc(N3CCOCC3)sc2c1 (centres undefined) | -3 | 3 | -7 | 7 | -3 | -3 | 4 | i | 0
CC(=O)Nc1cc(-c2ccc(N(C)C)cc2)cn2c(-c3ccc(F)cc3)cnc12 | -133 | -83 | 5 | -30 | -71 | -7 | 2 | i | 1
O=C(Nc1ccc(C(=O)O)cc1)/C(=C\c1ccc2c(c1)OCO2)NC(=O)c1ccccc1 | -9 | -10 | -7 | -7 | . | -16 | -10 | i | -1

Additional compounds follow.
SMILES | MLLE-PAM2 inh | CendR NRP1 mod | SKN-1 inh | eLon inh | MT1-MMP act inh | bovine MsrA act | FAS-TE inh | Neddyl block | Rin1 Abl inh
CC(C)(C)n1nnnc1C(c1ccccc1)N1CCCN(Cc2ccc(F)cc2)CC1 (centres undefined) | . | -4 | -7 | -9 | 5 | -4 | -7 | i | .
COc1ccc(CNC(=O)Cn2nnc3ccccc3c2=O)cc1 | -2 | -9 | -1 | 3 | -3 | -4 | -6 | i | -5
O=C(CCc1nc2sc3c(c2c(=O)[nH]1)CCCC3)Nc1cccc(Cl)c1 | -16 | -26 | 14 | -6 | -3 | -3 | -5 | i | -7
COC(=O)C1=CN(c2ccc(F)cc2)C=C(C(=O)OC)C1c1ccc(O)cc1 | 12 | -6 | -10 | -1 | 1 | -7 | 3 | . | 0
Cc1cc(CSc2ccccc2)ccc1NC(=O)COc1ccccc1C | -2 | 7 | 14 | 2 | 2 | -5 | -2 | i | 0
COc1ccc(/C=c2\s/c(=C/C(=O)c3ccc(C)cc3)[nH]c2=O)c(OC)c1 | 20 | 130 | -14 | i | -82 | -12 | -35 | i | 0
CC1CCN(CCCNC(=O)c2ccc(N3CCCC3=O)cc2)CC1 | -7 | 13 | 2 | -8 | 0 | 1 | -7 | i | 2
COc1ccccc1CNc1ncnc2sccc12 | 3 | 4 | -16 | -7 | 8 | -7 | -3 | i | 2
CCCn1nnnc1SCC(=O)Nc1ccc(F)cc1 | 0 | 5 | 9 | -7 | -1 | -4 | -6 | i | 1
CCc1ccc(-c2cc(C(=O)Nc3c(C)n(C)n(-c4ccccc4)c3=O)c3ccccc3n2)s1 | -41 | -38 | -4 | -10 | 3 | -5 | 17 | + | -3
CCOC(=O)CNC(=O)c1ccc(OCC(F)(F)F)cc1 | -1 | 6 | -17 | -3 | 3 | -8 | -7 | i | -5
COc1ccccc1[C@H]1C(c2ccccc2)=NN(c2ccccc2)[C@@H]1CO | 13 | 0 | 9 | 0 | 5 | 2 | 20 | . | 2
Cc1ccccc1Oc1ccc2c(c1)[C@@H]1C[C@H](N(C)C(=S)Nc3ccc(F)cc3)[C@H]([C@H](C)O)C(=O)N1CC2 | -53 | 2 | 23 | 6 | -4 | -3 | 24 | i | -5
Cc1nnc(SCC(=O)NC(C)(C)C)n1NCc1ccc(Cl)cc1 | -3 | -7 | -5 | -8 | 1 | -3 | -6 | i | -2
COC(=O)[C@@H]1C[C@@]2(O)[C@@H](O)[C@@H](O)[C@@H](O)C[C@H]2N1Cc1ccc(-c2ccccc2)cc1 | -1 | 9 | -3 | -6 | 4 | -8 | -17 | i | 2
Cc1ccc(C(=O)N(CC(=O)NC2CCCC2)c2cccc(F)c2)s1 | 2 | 4 | 10 | -1 | 4 | -4 | 3 | i | 2
Cc1ccc(-c2nc3ccccc3s2)cc1NC(=S)NC(=O)c1cccc2ccccc12 | 34 | -4 | 8 | -9 | 2 | -4 | 3 | i | 0
COc1cc(NC(=S)NCc2ccc(S(N)(=O)=O)cc2)cc(OC)c1 | 2 | 0 | 12 | 2 | -3 | -2 | -2 | i | -1
CCc1nc2ccc(C(=O)Nc3cccc(OC)c3)cn2c1N(C)Cc1ccc(OC)cc1 | -5 | -5 | 14 | 0 | 1 | -7 | 17 | i | 3
CCOc1ccccc1-n1nnnc1SCC(=O)Nc1cc(C)on1 | -8 | 3 | 1 | -5 | 0 | -4 | -6 | i | -3
CCCn1c(N)c(C(=O)CSc2nc(N)cc(=O)[nH]2)c(=O)n(C)c1=O | -7 | -4 | 15 | 2 | 2 | -5 | -7 | i | 6
COc1ccc(N2CCN(c3nc(NCCO)nc(N4CCOCC4)n3)CC2)cc1 | -13 | -2 | 3 | -8 | 3 | -10 | -3 | i | 2
CCC(C)N(C(=O)Cn1nnc(-c2ccc(F)cc2)n1)C1CCS(=O)(=O)C1 (centres undefined) | -1 | -2 | 13 | 0 | 1 | -2 | -3 | i | -3
Nc1c(C(=O)CSc2nnnn2-c2ccc(O)cc2)c(=O)[nH]c(=O)n1C1CC1 | -35 | -7 | 13 | -6 | 2 | 0 | -5 | i | 3
CN(C)S(=O)(=O)c1cccc(C(=O)N=C2N=C3C=CC(Cl)=CN3Cc3ccccc32)c1 | -15 | -4 | 57* | 5 | -3 | -3 | 20 | i | -2
O=C(NCCCN1CCOCC1)c1ccc2ccccc2c1 | 6 | 9 | -7 | -6 | 2 | -3 | -6 | i | -2
Nc1ccc(-c2ccc(N)c(C(=O)O)c2)cc1C(=O)O | -12 | -13 | 5 | -3 | 10 | -4 | -13 | . | -2
Cc1ccc2cc3c(N)c4c(C)ccc(C)c4nc3nc2c1 | 94 | 23 | 17 | 5 | -30 | -2 | 8 | i | -2
CC(C)CNC(=O)NC(=O)COc1c(F)c(F)cc(F)c1F | -14 | 2 | 4 | 5 | 5 | -1 | -3 | i | -2
O=C(CN1C(=O)CSCC1=O)Nc1ccc2c(c1)OCO2 | -9 | 0 | -2 | 3 | -1 | -2 | -3 | i | 0
CC(C)NC(=S)NN=C1c2ccccc2-c2ccccc21 | 20 | 3 | -1 | 8 | 3 | -5 | 16 | i | -1
Cc1nnc(NC(=O)CCC(=O)NCc2cccs2)s1 | -8 | 0 | -7 | 0 | 3 | -11 | -8 | i | -2
Cc1cc(N/N=C/c2ccc(O)cc2O)nc(-n2nc(C)cc2C)n1 | -1 | -4 | 6 | -10 | 10 | -10 | -2 | i | 12*
COc1ccc(C(=O)NNC(=O)C(=O)NCc2ccccc2)cc1 | 5 | -1 | -14 | 3 | -3 | -2 | -2 | i | -8
Cc1cc(N2CCOCC2)nc(-c2ccc(Br)cc2)n1 | -3 | 2 | 3 | -6 | -1 | -3 | 5 | i | -3
COc1ccc2cc(CN(C(=O)Nc3ccccc3)C3CCCC3)c(=O)[nH]c2c1 | 8 | 1 | -9 | -5 | 2 | -4 | 11 | i | -2
COc1ccc(C(=O)N2CCN(c3ccccc3)CC2)cc1S(=O)(=O)N1CCCC1 | 9 | 5 | 11 | -9 | 3 | -6 | -3 | i | -1
CCOC(=O)C1CCCN(C(=O)Cn2cnc3c2c(=O)n(C)c(=O)n3C)C1 (centres undefined) | 10 | -14 | 23 | -2 | 3 | 0 | -2 | i | -2
COc1ccc(-c2sc3cc(OC)c(OC)cc3c2C#CCCO)cc1 | -5 | -4 | -7 | -5 | 1 | -3 | 19 | i | -1
O=[N+]([O-])c1cc(-c2n[nH]c(-c3ccccc3)n2)cc([N+](=O)[O-])c1 | -1 | 3 | -7 | -4 | 8 | -9 | 16 | i | 2
COc1cc(C(O)c2nc(-c3ccc(F)c(Cl)c3)cs2)ccc1F (centres undefined) | -3 | 7 | 18 | -2 | 2 | -2 | 27 | i | -7
CCCCNc1ccccc1C(=O)OCC(=O)Nc1ccc(S(N)(=O)=O)cc1 | -33 | -8 | 11 | 5 | 1 | -2 | 8 | . | -4
CCN(CC)S(=O)(=O)c1ccc(NC(=O)Cn2c(=O)oc3ccccc32)cc1 | 4 | 5 | 22 | -4 | 1 | -1 | -18 | i | 3
FC(F)(F)c1ccccc1/C=N/n1c(COc2ccccc2)n[nH]c1=S | -75 | 7 | 9 | -6 | 0 | 4 | 14 | i | 2
